Bioassay records from PubChem BioAssay.
CHRM5 PAM – CHRM5 positive allosteric modulation. CHO-K1 hM5, Fluo-8 calcium, ACh EC20 PAM; 0% = ACh EC20, 100% = ACh EC100. activation, % at 3 µM. hit rate 0.3% among 360,000. AID 624038;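 active means activation above the run cutoff, the mean activation of all test compounds plus 3 SD, cut at about 18% in these data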
Target sequence (P08912 whole entry, looked up): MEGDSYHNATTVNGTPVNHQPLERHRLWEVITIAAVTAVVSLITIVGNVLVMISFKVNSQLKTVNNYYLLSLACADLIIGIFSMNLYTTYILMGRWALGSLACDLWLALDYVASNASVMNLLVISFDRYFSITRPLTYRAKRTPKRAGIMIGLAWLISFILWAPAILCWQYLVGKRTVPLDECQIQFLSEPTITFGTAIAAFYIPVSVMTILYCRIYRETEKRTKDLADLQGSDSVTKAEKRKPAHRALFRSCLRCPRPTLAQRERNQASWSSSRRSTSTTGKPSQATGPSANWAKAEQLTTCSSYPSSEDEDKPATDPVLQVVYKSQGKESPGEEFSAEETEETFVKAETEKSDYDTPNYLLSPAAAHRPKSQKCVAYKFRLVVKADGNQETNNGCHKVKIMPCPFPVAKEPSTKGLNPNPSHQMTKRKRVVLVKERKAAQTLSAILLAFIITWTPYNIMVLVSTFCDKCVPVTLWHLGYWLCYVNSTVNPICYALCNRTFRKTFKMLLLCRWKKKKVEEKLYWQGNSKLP
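Probe or stimulus: acetylcholine, EC20 level; Assay system: human M5 receptor in CHO-K1 cells; Schedule: compound preincubation 140 s before EC20 acetylcholine addition; Technique: intracellular calcium via Fluo-8 fluorescence; Dosing: single-point, 3 µM nominal; Read-out basis: percent activation from peak-over-basal fluorescence ratio, scaled EC20-to-EC100 acetylcholine; Repeats: one well per compound, no replicates.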
M5 antag – blocks acetylcholine activation of human M5 receptor. hit rate 0.59% among 360,000. CHO-hM5 cells, Fluo-8 calcium fluorescence, ACh EC80. AID 624040. P08912. inhibition, % at 3 µM;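 active means inhibition above a per-plate cutoff, the mean of that plate's test compounds plus 3 SD, cut at about 27% in these data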;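 further: 0% = acetylcholine EC80 with DMSO and 100% = DMSO without agonist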
M1 ag parental – M1 agonist counterscreen hit in parental CHO-K1 cells. Fluo-8 calcium fluorescence; scaled to maximal ATP response, vehicle zero. activation, % at 3 µM. hit rate 0.48% among 360,000. AID 602248; in the data active means activation above about 15%;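 further: untransfected CHO-K1 host cells lacking M1 receptor as counterscreen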
M1 PAM parental – nonselective activator or artifact in parental CHO-K1 calcium assay; ATP EC20, Fluo-8 calcium fluorescence; 0% at ATP EC20, 100% at ATP max; activation, % at 3 µM; hit rate 0.02% among 360,000; AID 602247;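 active means activation above the run cutoff, the mean activation of all test compounds plus 3 SD, cut at about 40% in these data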;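 further: peak over basal fluorescence ratio in a 140 s read after ATP addition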
M4 PAM – CHRM4 positive allosteric modulation | P08173 | hit rate 0.4% among 360,000 | activation, % at 3 µM | CHO-K1 hM4/Gqi5, Fluo-8 calcium fluorescence, ACh EC20; 0% = ACh EC20, 100% = maximal ACh | AID 624126;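 active means activation above its plate's cutoff, the mean activation of sample wells plus 3 SD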; further: some results filed as inactive read as strong as hits
Target sequence (P08173 whole entry, looked up): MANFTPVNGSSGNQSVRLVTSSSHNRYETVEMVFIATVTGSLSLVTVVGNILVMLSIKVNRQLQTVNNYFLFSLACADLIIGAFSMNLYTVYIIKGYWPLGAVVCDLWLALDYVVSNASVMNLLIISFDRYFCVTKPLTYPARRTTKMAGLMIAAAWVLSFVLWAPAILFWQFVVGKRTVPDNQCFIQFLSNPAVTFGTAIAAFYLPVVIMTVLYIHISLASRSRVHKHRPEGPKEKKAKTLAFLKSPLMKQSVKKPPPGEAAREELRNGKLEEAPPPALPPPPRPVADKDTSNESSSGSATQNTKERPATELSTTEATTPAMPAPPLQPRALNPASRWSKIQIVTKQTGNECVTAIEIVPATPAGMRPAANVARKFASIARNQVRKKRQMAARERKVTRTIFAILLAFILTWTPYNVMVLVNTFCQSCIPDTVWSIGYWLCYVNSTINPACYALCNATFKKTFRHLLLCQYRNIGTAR
M5 ag – agonists of human muscarinic M5 receptor (CHRM5). activation, % at 3 µM. hit rate 0.19% among 360,000. P08912. CHO-K1 hM5 cells, Fluo-8 calcium fluorescence; 0% DMSO wells, 100% maximal acetylcholine response;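 active means activation above the run's mean over test compounds plus 3 SD, cut at about 23% in these data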;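 further: signal is peak over basal fluorescence ratio across the kinetic read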
M4 ag – agonists of human muscarinic M4 receptor (CHRM4); hit rate 0.14% among 360,000; AID 624127; CHO-K1 hM4/Gqi5, Fluo-8 calcium fluorescence; vehicle 0%, full acetylcholine response 100%; activation, % at 3 µM; P08173;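 active means activation above the run mean over all test wells plus 3 SD, cut at about 32% in these data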;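 further: peak over basal fluorescence ratio per well then scaled between controls; 0% = DMSO wells and 100% = acetylcholine at EC100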
CHO-K1 Ca antag – M1 antagonist counterscreen hit in parental CHO-K1 cells; inhibition, % at 3 µM; hit rate 0.6% among 360,000; ATP-induced calcium, Fluo-8 fluorescence;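 active means inhibition above a per-plate cutoff, the plate's mean sample inhibition plus 3 SD, cut at about 24% in these data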;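 further: 0% = DMSO plus EC80 ATP and 100% = DMSO alone without ATP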
M4 antag – antagonists of human muscarinic M4 receptor (CHRM4); P08173; CHO-hM4 cells, ACh EC80, Fluo-8 calcium fluorescence; inhibition, % at 3 µM; hit rate 0.73% among 360,000; AID 624125;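 active means inhibition above its plate's cutoff, the mean inhibition of sample wells plus 3 SD, cut at about 27% in these data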;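 further: 0% = acetylcholine EC80 with DMSO and 100% = DMSO without agonist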
The depositor's hits bear a star.

Sequence of screens: CHRM5 PAM	M5 antag	M1 ag parental	M1 PAM parental	M4 PAM	M5 ag	M4 ag	CHO-K1 Ca antag	M4 antag
> O=C(NCC(=O)N1CCN(Cc2ccccc2)CC1)c1ccc(Cl)cc1
    -9	5	0.5	-18	-1	-3	2	0	5
> COC(=O)CSc1nnc(CNc2ccc(Cl)cc2)n1Cc1ccccc1
    -11	4	4.2	-12	-5	10	8	20	4
> CCOC(=O)C(C(=O)OCC)C1N=C(N)N=C2Oc3ccccc3N21 (centres undefined)
    -4	1	-0.3	-9	11	2	0	-12	-11
> Cc1cc(NC(=O)c2ccc(C)o2)no1
    1	6	0.1	2	5	-3	1	-3	-6
> CCn1c(C)nc2cc(C(=O)NNC(=S)Nc3ccc(OC)cc3)ccc21
    1	8	-0.4	-11	10	0	1	6	-9
> CC(C)Cc1nc(S(=O)(=O)c2ccc(Cl)cc2)c(N2CCOCC2)o1
    -3	0	0.5	11	-6	-3	0	-5	-2
> O=C(O)c1cccc(NS(=O)(=O)c2ccc3c(c2)OCCCO3)c1
    -12	12	3.3	-4	-14	8	13	-5	-3
> COc1cc(NC(=O)C2CSC3(C)CCC(=O)N23)c(OC)cc1Cl (centres undefined)
    1	0	13	2	10	1	0	9	-14
> COc1ccccc1OCC(O)Cn1c(=N)n(Cc2ccccc2)c2ccccc21 (centres undefined)
    1	3	0.7	-3	-8	-3	4	12	3
> COc1ccc2[nH]c(=O)c(CN(Cc3ccco3)C(=O)c3ccccc3)cc2c1
    -9	5	2.4	10	8	0	6	-2	-4
> O=C1CCC(C(=O)Nc2cccc(S(=O)(=O)Nc3ccccc3F)c2)=NN1
    5	9	1.2	25	2	-1	6	-15	-2
> CCC(=O)NC1=C(Cl)C(=O)C(NC(=O)CC)=C(Cl)C1=O
    13	20	0.9	23	-18	6	0	-17	19
> Cc1ccc(-n2cc(CN(C)Cc3nccn3C)c(-c3ccc(F)cc3)n2)cc1
    -6	1	12	22	2	-6	3	-1	4
> CC(C)C(=O)N1CCC2(CC1)Oc1ccc(Cl)cc1C(=O)C21CC(c2ccc(Cl)cc2)=NO1 (centres undefined)
    -5	-2	0.2	17	4	1	1	-14	-6
> CC(NCC(=O)NC(=O)NCCC1=CCCCC1)c1ccc(S(N)(=O)=O)cc1 (centres undefined)
    5	0	1.0	5	7	-2	2	-1	-4
> O=C(O)c1ccc2c(c1)CCCN2
    16	-8	0.0	-9	-1	4	0	2	-2
> CC1=NN(C2=NS(=O)(=O)c3ccccc32)C(C)(O)C1 (centres undefined)
    -2	5	9.3	4	4	-3	1	4	2
> Cc1cccc(OCC(=O)Nc2ccccc2N2CCCC2)c1C
    0	-2	0.4	17	18	0	-1	-13	-11
> COc1ccc(NC(=O)/C(N=Nc2ccc(Cl)c(S(=O)(=O)Nc3ccc(Cl)cc3)c2)=C(\C)O)cc1
    1	9	1.5	15	6	3	1	-11	-3
> O=c1cc(-c2ccc([N+](=O)[O-])cc2)c2ccc(O)cc2o1
    -1	14	1.1	20	5	-2	1	-7	-3
> O=C1CCc2cc(S(=O)(=O)NCc3ccc(Cl)cc3)cc3c2N1CC3
    -6	12	3.0	3	2	0	3	9	3
> CCCCCCC(=O)N=Nc1c(O)[nH]c2ccc([N+](=O)[O-])cc12
    -11	7	0.7	9	4	3	1	-2	-5
> Cc1cc(C)nc(SCC(=O)NN=Cc2ccc(C)o2)n1
    -4	18	-0.2	-5	-4	3	1	-2	4
> CCOC(=O)c1c(N)sc2c1CCCC2
    -2	-9	0.0	1	3	-8	0	-12	3
> O=C(CNC(=O)c1ccccc1F)Nc1ccncc1
    4	2	0.9	14	11	-2	1	2	-4
> CCn1c(=S)sc2c(=O)n(CC(=O)Nc3ccccc3C(F)(F)F)c(C)nc21
    1	-5	1.8	11	5	-1	1	-8	0
> Cc1c(N2C(=O)c3ccccc3C2=O)c(=O)n(-c2ccccc2)n1C
    5	2	-0.1	2	-1	1	0	6	17
> CCOC(=O)C(Cc1ccccc1)C(=O)c1ccco1 (centres undefined)
    5	0	-0.4	7	5	2	1	1	-4
> Cc1cccc(NC(=O)CN2C(=O)N/C(=C/c3cc(C)n(C(C)C)c3C)C2=O)c1
    -4	-6	-0.6	8	2	-1	1	-25	-3
> O=C(C1CCN(S(=O)(=O)N2CCOCC2)CC1)N1CCN(Cc2ccc3c(c2)OCO3)CC1
    7	-1	0.7	15	2	-1	1	-4	1
> CCc1ccc(NC(=O)C2CCCN(S(=O)(=O)c3cccnc3)C2)cc1 (centres undefined)
    -5	9	4.6	5	-5	2	8	-6	3
> Cc1cccc(C)c1OCC(=O)Nc1nnc(C2CCCO2)s1 (centres undefined)
    -8	11	-0.3	-10	3	1	0	12	2
> CCCOc1cccc(C(=O)Nc2cccnc2)c1
    -4	-5	0.6	-10	3	-2	4	-6	-11
> Cc1ccc(C(=O)Nc2ccc(F)cc2F)o1
    2	0	-0.1	-3	4	-6	1	0	-4
> O=C(N/N=C/c1ccc2cccc(OCc3ccccc3)c2n1)c1ccc(Br)cc1
    -42	12	2.0	-13	-13	-11	6	0	19
> O=C(NCCCN1CCOCC1)c1cccc(NS(=O)(=O)c2ccc(Br)cc2)c1
    -2	7	0.0	14	2	1	2	-13	0
> CC(=O)Nc1ccc(/C(C)=N/Nc2nc(N3CCOCC3)nc(N3CCOCC3)n2)cc1
    -9	12	0.0	-13	-2	-1	1	19	6
> COc1ccc(OC)c(NC(=O)CSc2nc3nc(C)cc(C)n3n2)c1
    1	4	1.0	11	7	3	1	-9	3
> CCc1nn(CC(=O)NCCc2ccc(S(N)(=O)=O)cc2)c(=O)c2cc3sccc3n12
    4	-6	0.2	5	-8	-1	2	-13	-14
> CCN(CC)S(=O)(=O)c1ccc(OC)c(NC(=O)c2cc(C)on2)c1
    3	3	0.5	6	4	2	1	-8	-6
> CC(C(=O)Nc1nncs1)N1C(=O)C2C3C=CC(C3)C2C1=O (centres undefined)
    4	0	-0.1	18	15	-2	1	-2	-3
> O=C(Oc1ccc2c(=O)c(Oc3ccc4ccccc4c3)coc2c1)c1cccnc1
    -9	-1	0.6	21	22	-1	2	-16	-9
> CCOC(=O)C(=O)Nc1ccccc1C(=O)NCc1ccccc1
    -9	4	0.4	-11	-5	2	1	0	-3
> O=C(c1ccccc1F)N1CCN(S(=O)(=O)c2ccc3c(c2)OCCO3)CC1
    -6	5	0.9	8	2	2	2	1	-2
> CN(Cc1ccccc1)C(=O)c1ccc(NC(=O)Cc2ccc(NC(=O)C3CCN(C(=O)C4CCC4)CC3)cc2)cc1
    0	9	0.6	13	-2	1	0	-8	8
> CCC(C)N(C(=O)CCC(=O)Nc1cc(C)on1)C(C(=O)NC(C)(C)C)c1ccccc1Cl (centres undefined)
    1	6	-0.1	14	-4	-4	0	-19	2
> COc1cc(NC(=S)NCc2cccnc2)cc(OC)c1OC
    0	-4	0.5	22	12	-5	2	-9	-4
> COCCNC(=O)C1CCCN(C(=O)c2ccc3sccc3c2)CC1 (centres undefined)
    -2	-2	0.1	-12	1	-1	0	9	1
> C[C@H]1CN([C@@H](C)CO)C(=O)c2cc(C#CCC3CCCC3)cnc2O[C@@H]1CN(C)C(=O)CC1CC1
    6	-10	0.4	19	5	-3	1	-8	1
> CN(CC(=O)N1CCN(c2ccccn2)CC1)S(=O)(=O)c1ccc2ccccc2c1
    -9	6	5.9	2	0	1	14	-25	-16
> CCc1cc(C=C(Cl)Cl)oc(=O)c1C
    -8	6	-0.5	-11	-10	-6	0	-6	12
> CCOc1ccccc1OCCOCCN1CC(C)OC(C)C1 (centres undefined)
    -5	4	0.2	15	6	-2	1	-11	-5
> COc1ccccc1-c1nc(C#N)c(N2CCc3ccccc3C2)o1
    -19	0	1.1	14	-5	-4	7	-40	-15
> Cc1ccccc1NC(=O)COC(=O)COc1ccc2c(c1)CCC2
    7	1	0.7	20	0	3	2	-13	2
> O=Cc1cn(CCC(=O)O)nc1-c1cc2ccccc2o1
    -2	4	0.5	15	-1	-2	-1	-3	10
> CC(=O)C1=C(O)C(=O)N(c2ccc(O)cc2)C1c1ccc(C)cc1 (centres undefined)
    -6	16	2.1	20	-1	-4	0	-7	3
> Cc1ccc(NC(=O)C2CCCN(S(=O)(=O)c3c(C)noc3C)C2)c(Br)c1 (centres undefined)
    -5	9	-0.2	-7	4	-3	1	10	4
> Cc1cc(NC(=O)c2cc(-c3ccccn3)nc3ccccc23)no1
    -5	-1	2.8	20	2	5	7	-25	-15
> O=c1[nH]c2c(s1)C(c1ccco1)C1C3CCC(C3)C1S2 (centres undefined)
    2	1	1.8	19	6	-2	1	-13	1
> COC(=O)c1cnc(NNS(=O)(=O)c2ccc(C(F)(F)F)cc2)nc1C(F)(F)F
    -2	5	2.0	18	-5	-7	1	-18	5

Going on with the list:
Sequence of screens: CHRM5 PAM	M5 antag	M1 ag parental	M1 PAM parental	M4 PAM	M5 ag	M4 ag	CHO-K1 Ca antag	M4 antag
> COC(=O)c1c(NC(=O)Cc2cccs2)sc(C)c1C
    -2	5	0.5	27	-4	-6	-3	-8	2
> Cc1ccc(OC2CCN(C(=O)[C@H]3O[C@@H](n4cnc5c(N)ncnc54)[C@H](O)[C@@H]3O)CC2)cc1
    5	19	0.8	-5	-1	-2	0	4	10
> Cc1ccc(NC(=O)n2ccc(-c3ccc(-n4ccnc4)cc3)n2)cc1
    -8	5	3.8	14	-3	3	17	-2	3
> CCN1C(=O)[C@H]2[C@@H](c3ccc(C)cc3)N[C@]3(CCCN(Cc4ccc(C(F)(F)F)cc4)C3=O)[C@H]2C1=O
    -2	-9	0.1	16	9	0	0	-17	1
> CC1(NC(=O)Nc2cc([N+](=O)[O-])ccc2O)CCS(=O)(=O)C1 (centres undefined)
    -5	17	0.9	7	2	1	0	-13	2
> Cc1cc(-c2ccccc2)nc(N(C)C)c1S(C)(=O)=O
    4	4	0.7	17	3	-6	0	-5	3
> O=C(COC(=O)c1ccc(Cl)nc1)NNC(=O)c1ccc(Cl)cc1
    4	2	0.1	2	-1	-2	0	2	-10
> Cc1[nH]n(-c2ccccc2)c(=O)c1/C=N/NC(=O)c1ccoc1C
    -1	-2	0.2	0	-3	-2	0	3	11
> COc1cccc(CCN2CCC(CNS(=O)(=O)c3cc(-c4cc(C)no4)ccc3C)CC2)c1
    -13	14	6.0	-13	-14	-6	14	-1	10
> CCC(=O)Nc1cccc(NC(=O)CSc2nnc(C3CC3)n2C)c1
    36*	-7	0.9	24	2	4	1	-12	-13
> Cc1cc(Oc2ccc(=O)n(C)n2)nc(SCc2ccccc2)n1
    2	4	1.2	18	-4	-4	0	-18	3
> COCCNc1nc(N)c([N+](=O)[O-])c(NCC2CCCO2)n1 (centres undefined)
    2	-1	0.5	12	13	1	0	-4	6
> C/C(=N\NC(=O)c1sccc1-n1cccc1)c1cccs1
    3	1	0.3	16	-3	-2	0	-22	2

Full records, looked up by structure:
Results for `Cc1cc(-c2ccccc2)nc(N(C)C)c1S(C)(=O)=O` → CHRM5 PAM = 4; M5 antag = 4; M1 ag parental = 0.7; M1 PAM parental = 17; M4 PAM = 3; M5 ag = -6; M4 ag = 0; CHO-K1 Ca antag = -5; M4 antag = 3
Results for `Cc1cc(Oc2ccc(=O)n(C)n2)nc(SCc2ccccc2)n1` → CHRM5 PAM = 2; M5 antag = 4; M1 ag parental = 1.2; M1 PAM parental = 18; M4 PAM = -4; M5 ag = -4; M4 ag = 0; CHO-K1 Ca antag = -18; M4 antag = 3
